# Assay outcomes (PubChem)
# Smad3 inh: blocks human Smad3 binding to FoxH1 peptide; P84022; TR-FRET Smad3/Dy647-FoxH1 peptide binding, europium anti-His; inhibition, % at 25 µM; 88,000 tested, 0.29% active;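 active = compounds that reduce the energy-transfer binding signal between the protein and its labelled peptide by more than half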;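 also: 0% = Smad3 plus labelled peptide maximal FRET and 100% = peptide-only background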
# Target sequence (P84022 whole entry, looked up): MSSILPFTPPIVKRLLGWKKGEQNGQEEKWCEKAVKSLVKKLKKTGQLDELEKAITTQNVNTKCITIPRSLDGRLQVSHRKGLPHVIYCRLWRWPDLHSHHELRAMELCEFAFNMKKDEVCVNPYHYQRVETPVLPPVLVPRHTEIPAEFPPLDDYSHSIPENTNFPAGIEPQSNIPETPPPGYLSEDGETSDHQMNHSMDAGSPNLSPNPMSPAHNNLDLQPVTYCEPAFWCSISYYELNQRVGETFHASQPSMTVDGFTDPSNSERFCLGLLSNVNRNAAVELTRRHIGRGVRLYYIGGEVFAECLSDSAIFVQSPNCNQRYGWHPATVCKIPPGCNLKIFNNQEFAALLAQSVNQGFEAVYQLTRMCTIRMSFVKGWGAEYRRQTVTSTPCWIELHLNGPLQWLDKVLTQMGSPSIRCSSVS
# HUVEC tox IL1B: toxic to HUVEC cells under IL-1B stimulation. cell count reduction, % at 2 µM. 94,000 tested, 0.41% active. AID 845. HUVEC cell count loss, Hoechst imaging, IL-1B stimulated;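 active = cell count reduction more than 3 SD above the screen-wide mean, cut at about 70% in these data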;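 also: normalized per plate to untreated control cells as the no-loss baseline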
# Fibroblast inh: blocks proliferation of human lung fibroblasts. LL 47 human lung fibroblast viability, ATP luminescence; hits give low values. viability, % at 10 µM. 85,000 tested, 1.1% active;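 active = viability at or below 50% in the single dose screen; inactive = viability above 50%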;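 also: compound exposure lasted 72 h before the ATP readout; 100% = median luminescence of untreated cell-only wells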
#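 Material: human lung fibroblast line LL 47, low passage; Evaluation: viability percentage against median untreated-cell control; Buffer or medium: 15% FBS in IMEM; Incubation: 72 h compound exposure at 37 °C after overnight plating; Dosing: 0.1% DMSO in all compound wells; Measured by: CellTiter-Glo luminescence.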
# VCAM1 TNFa inh: reduces TNF alpha induced VCAM1 expression in HUVEC; HUVEC TNFa-induced VCAM-1 immunofluorescence, high-content imaging; inhibition, % at 2 µM; 95,000 tested, 0.48% active; AID 802;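 active = inhibition above the batch mean plus 3 SD, with images confirmed as a hit by eye, cut at about 37% in these data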;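 also: 0% = TNF-stimulated DMSO wells and 100% = unstimulated control wells; not every result past the cut was called active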
# H69AR growth 86K: growth inhibitors of human H69AR lung tumor cells; H69AR lung tumor viability, ATP luminescence, 72 h; hits give low values; viability, % at 10 µM; 85,000 tested, 6% active;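 active = viability at or below 40%; inactive = viability above 40%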;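 also: multidrug resistant small cell line overexpressing MRP-1 efflux transporter; 100% = mean luminescence of untreated control wells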
# HUVEC inhibit: blocks proliferation of human endothelial cells; HUVEC proliferation, CellTiter-Glo luminescence, 72 h; hits give low values; viability, % at 10 µM (by protocol); 86,000 tested, 1.1% active; AID 648;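 active = viability at or below 30%; inactive = viability above 30%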;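 also: 100% = median luminescence of DMSO-only cell control wells on each plate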
# TNFa cytotox: toxic to HUVEC cells under TNF alpha stimulation | cell count reduction, % at 2 µM | 93,000 tested, 0.17% active | HUVEC TNFalpha-stimulated, Hoechst cell count, imaging;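 active = cell count reduction exceeding the screen mean by over 5 SD, scaled to untreated wells per plate, cut at about 78% in these data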;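 also: cells counted after 24 h of TNF alpha exposure following the 1 h pretreatment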
# PTK2B oligo ant: Pyk2 (human) oligomerization antagonism. Q14289. AID 1347419. z-score (the deposit names both 25 µM and 10 µM). 99,000 tested, 0.83% active. Q293 cells, Pyk2 FERM NanoBiT luminescence; hits give low values;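 active = Z-score of -3 or lower, scaled per plate to the spread of control and sample wells; inactive = z-score above -3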;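 also: negative z-score means lost luminescence so less FERM oligomerization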
# cytoskel mod: modifiers of cytoskeleton assembly; HUVEC TNFa F-actin phalloidin imaging, high content; inhibition, % at 2 µM; 91,000 tested, 0.18% active; AID 836;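 active = inhibition above the batch mean plus 3 SD and confirmed as a hit by visual image inspection, cut at about 30% in these data, passing the limit was not always enough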; also: strong numbers were not always called active
# Numbers without * were called inactive; nt = no result given; [ ] = dose if it differs, or a comment.
SMILES,Smad3 inh,HUVEC tox IL1B,Fibroblast inh,VCAM1 TNFa inh,H69AR growth 86K,HUVEC inhibit,TNFa cytotox,PTK2B oligo ant,cytoskel mod
CCOC(=O)C1C(=O)C=C(c2ccc(Br)cc2)CC1c1ccco1 (stereo not drawn),-2,-13,100,17,28*,97,10,-1.1,8
COc1ccc(/C=C/C(=O)c2ccccc2)cc1COc1ccc(F)cc1,nt,-28,nt,8,nt,nt,-5,-0.62,-34
NC(=O)CSc1nc2ccccc2n1-c1ccccc1,-12,3,101,1,90,98,-4,-0.22,-12
O=C(COc1ccccc1)NCc1nnc(SCC(=O)Nc2nccs2)n1-c1ccccc1,4,-14,95,-6,86,95,7,nt,2
C=CCC(C#Cc1ccccc1)N(C)C (stereo not drawn),4,-5,99,10,92,107,-30,0.77,-16
O=C(CSc1n[nH]c(-c2ccncc2)n1)c1ccccc1,-8,18,99,-13,87,95,-1,1.4,2
c1ccc(Cc2nc3ccccc3n2Cc2ccccc2)cc1,nt,-9,nt,3,nt,nt,-21,-0.49,10
COc1ccc(NC(=O)CN(C)S(=O)(=O)c2cccc3cccnc23)cc1,10,-9,104,14,86,99,-30,nt,-11
FC(F)(F)c1ccc2nnc(-c3c(Cl)cccc3Cl)n2c1,-2,-16,101,5,91,102,-18,-0.32,-6
O=C(Nc1ccccc1)O/N=C1\CCCCC1c1ccc([N+](=O)[O-])cc1[N+](=O)[O-] (stereo not drawn),nt,4,nt,0,nt,nt,-16,-0.05,-8
CCc1ccc2c(c1)/C(=C/C(=O)c1cccs1)C(=O)N2,-1,0,6.5*,12,1.7*,67,-3,-1.4,-15
Cc1ccsc1C(=O)OCC(=O)c1cc2ccccc2o1,5,0,103,-13,91,106,-10,-0.43,2
NC(=O)c1oc2ccccc2c1NC(=O)c1nc2ccccc2s1,6,-36,95,-7,91,91,-19,-0.78,-1
O=C(N/N=C/c1cccnc1)C1CCCN(S(=O)(=O)c2ccccc2)C1 (stereo not drawn),nt,-40,nt,16,nt,nt,9,-0.48,0
Cc1ccc(OCCn2c(CCCO)nc3ccccc32)cc1,-14,1,94,4,84,73,20,0.32,2
COc1ccc(N2C(=O)CSC23C(=O)N2c4c(cccc43)C(C)=CC2(C)C)cc1 (stereo not drawn),24[fluorescence artefact?],-2,91,6,83,92,-24,-1.3,11
CCN1CCCC1CNC(=O)c1cc2c(-c3ccc(Cl)cc3)nn(C)c2s1 (stereo not drawn),6,6,11*,24,2.1*,1.7*,-26,nt,10
Fc1cccc(Cl)c1Cn1nnc(-c2ccc3c(c2)OCO3)n1,12,-21,98,10,85,95,-30,-2.5,-9
COc1ccc(C2/C(=C(/O)c3ccccc3)C(=O)C(=O)N2CCN2CCOCC2)c(OC)c1 (stereo not drawn),11,nt,94,nt,98,100,nt,1.5,nt
COc1cc(Cl)c(C)cc1NC(=O)CSc1nc2ccccc2o1,nt,10,nt,10,nt,nt,-5,-0.47,7
O=C(NCC(=O)N1CCCCC1)c1ccc(Cl)cc1Cl,nt,10,nt,-4,nt,nt,3,1.5,-5
CCn1c(CN2CCN(C(=O)c3ccco3)CC2)nc2c1c(=O)n(C)c(=O)n2C,-7,-5,98,-28,89,98,9,-0.11,2
Cc1c(NC(=O)c2cnn3c2NC(c2ccc(Br)cc2)CC3C(F)(F)F)c(=O)n(-c2ccccc2)n1C (stereo not drawn),-7,-26,109,-4,85,85,-11,0.32,3
COc1ccc(NC(=O)C(C/C=C(/C)Cl)C(C)=O)cc1 (stereo not drawn),-2,-2,94,-11,92,98,-10,1.4,13
CCC(C)N1C(=O)/C(=C/c2c(NCCCOC(C)C)nc3c(C)cccn3c2=O)SC1=S (stereo not drawn),4,0,100,5,80,91,10,-3.1*,12
Cc1nn(Cc2ccc(Cl)cc2)c(C)c1NC(=O)c1cc(-c2ccc3c(c2)OCO3)on1,6,-7,105,2,81,49,1,-0.11,6
CCOCC(O)CSCc1ccc(Cl)cc1 (stereo not drawn),6,-46,111,8,98,104,-14,-0.18,-4
O=C1CC(=O)N(Cc2ccco2)C(=S)N1,-1,5,112,1,91,100,56,-0.06,-10
CCc1cccc2c(C=C(C#N)C#N)cn(CC(=O)N3CCCCC3)c12,nt,-56,nt,5,nt,nt,-17,-0.67,9
CCN1CCN(Cc2ccc(OCc3ccccc3)cc2)CC1,-2,0,93,3,88,85,-7,0.9,-4
Cc1[nH]c2ccccc2c1C1=CN2CCS(=O)(=O)N=C2S1,-6,-5,96,1,98,93,-30,0.59,4
O=C(CSc1nnc(SCc2cccc3ccccc23)s1)c1ccc2c(c1)OCO2,nt,-8,nt,-29,nt,nt,nt,0.03,14
CN(C)CCOC(c1ccccc1)c1ccccc1,6,nt,88,nt,98,94,nt,nt,nt
CCOCC(=O)Nc1nnc(COC)s1,-1,-5,96,5,94,100,-6,-0.16,6
O=C(O)C1CC(=O)N(Cc2cccs2)C1 (stereo not drawn),-2,-44,101,10,92,88,-15,-0.33,-6
O=C(NCc1ccccn1)c1ccc2nc(-c3ccco3)c(-c3ccco3)nc2c1,19[fluorescence artefact?],nt,104,nt,68,75,nt,nt,nt
O=C(c1ccc2nc(N3CCOCC3)sc2c1)N1CCN(C(=O)c2ccco2)CC1,4,-5,106,-2,90,102,-23,nt,-12
CC1(C)CC(NC(=O)C23CCC(C)(/C(=N/O)C2)C3(C)C)CC(C)(C)N1 (stereo not drawn),14,4,95,2,95,94,-14,-0.26,42
CCc1cc2c(CN3CCN(CC)CC3)cc(=O)oc2cc1O,-2,12,99,nt,72,99,nt,-0.55,10
CC1(C)CC(C#N)(N2CCOCC2)CCO1 (stereo not drawn),8,-22,90,2,95,89,-18,-0.8,-7
CCOC(=O)N1CCN(C(=O)c2cc(-c3ccc(F)cc3)[nH]c2C)CC1,1,nt,99,nt,93,93,nt,0.74,nt
S=C(NCc1cccs1)Nc1cccc(Cl)c1,nt,19,nt,2,nt,nt,-23,-0.86,10
CCOC(=O)c1ccc(Nc2ncnc3ccc(C)cc23)cc1,-10,13,115,-13,84,61,4,-0.93,1
COC(=O)C(CCSC)NC(=O)C12CC3CC(CC(C3)C1)C2 (stereo not drawn),-2,9,100,-2,97,92,2,1.3,-12
O=C(CN1C(=O)NC2(CCCc3ccccc32)C1=O)NCc1ccco1 (stereo not drawn),-20,23,102,-5,102,92,-11,0.1,8

# Fetched one by one from the list above (two):
SMILES,Smad3 inh,HUVEC tox IL1B,Fibroblast inh,VCAM1 TNFa inh,H69AR growth 86K,HUVEC inhibit,TNFa cytotox,PTK2B oligo ant,cytoskel mod
COC(=O)C(CCSC)NC(=O)C12CC3CC(CC(C3)C1)C2 (stereo not drawn),-2,9,100,-2,97,92,2,1.3,-12
CC1(C)CC(NC(=O)C23CCC(C)(/C(=N/O)C2)C3(C)C)CC(C)(C)N1 (stereo not drawn),14,4,95,2,95,94,-14,-0.26,42

# Remaining list, next part.
SMILES,Smad3 inh,HUVEC tox IL1B,Fibroblast inh,VCAM1 TNFa inh,H69AR growth 86K,HUVEC inhibit,TNFa cytotox,PTK2B oligo ant,cytoskel mod
CCCC(=O)Nc1ccc(Cl)c(NC(=O)c2cccnc2Cl)c1,-9,9,106,13,85,96,25,-1.1,-13
CCc1ccc(C(C)NC(=O)Cn2cnc3c(=O)n(C)c(=O)n(C)c32)cc1 (stereo not drawn),-7,4,94,20,91,89,-9,0.81,-19
CS(=O)(=O)N1CCC(C(=O)Nc2ccccc2F)CC1,8,1,97,0,94,99,-12,0.15,12
Cc1cccc(CN(C)CCc2ccccn2)c1,5,-8,93,-2,94,82,-16,0.18,-9
O=C1c2ccccc2C2(c3ccccc3)NCCN12 (stereo not drawn),10,nt,97,nt,104,96,nt,0.07,nt
c1cncc(Nc2nc(-c3ccncc3)cs2)c1,3,nt,97,nt,61,85,nt,-1.1,nt
CCN(CC)c1ccc(NC(=O)COC(=O)c2ccc3ccccc3n2)cc1,-27,8,99,6,93,95,14,0.34,0
Cc1ccc(C)c(NC(=S)NC2CC3CCC(C2)N3Cc2ccco2)c1 (stereo not drawn),nt,-14,nt,-5,nt,nt,1,0.87,6
Cc1ccccc1NS(=O)(=O)c1ccc2[nH]cc(C(=O)N(C)Cc3ccco3)c(=O)c2c1,nt,-56,nt,-20,nt,nt,-2,0.4,10
Cc1ccc(S(=O)(=O)NCC(C)NS(C)(=O)=O)cc1 (stereo not drawn),-1,-18,104,-14,95,98,7,0.69,-12
CC(=O)n1nc(-c2ccc(Cl)cc2)nc1NCc1ccco1,5,nt,74,24,33*,57,10,-0.64,-32
Cc1ccc(/C=C/c2nc3ccccc3s2)s1,nt,1,nt,26,nt,nt,-19,0.09,-4
O=C(CN1C(=O)c2ccccc2S1(=O)=O)N1CCOCC1,-9,15,100,2,92,106,14,0.1,-9
O=c1c2c3c(sc2nc2n1CCCCC2)CCCC3,-2,nt,93,nt,94,98,nt,-0.69,nt
Cc1cc(C)n(C(=O)CNC(=O)Cc2ccccc2)n1,-4,-8,100,-10,105,85,6,0.12,-9
Cc1ccccc1C(=O)N1CCc2ccccc2C1,-8,-24,95,12,92,92,-62,0.96,18
Cc1ccc(C(=O)C(C)OC(=O)c2cc3cc([N+](=O)[O-])ccc3oc2=O)cc1 (stereo not drawn),nt,15,nt,4,nt,nt,-26,-0.85,13
CCCCc1[nH]c(=O)c(C#N)c2c1CCCC2,2,-12,96,22,89,95,0,0.28,18
CCCCCCOC(=O)C(C#N)c1nc2ccccc2nc1N1CCN(CC)CC1 (stereo not drawn),0,-48,84,-17,88,4.3*,-14,-0.13,6
COc1ccccc1-c1cc(-c2cc(Cl)ccc2O)n[nH]1,1,11,91,26,82,92,-21,0.76,11
Cc1noc(C)c1C(=O)Nc1ccccn1,-11,-10,101,-3,104,95,-18,0.31,-5
Cc1c(C(=O)NCC(C)C)sc2nc(-c3ccc(F)cc3)cn12,-3,nt,111,nt,100,101,nt,nt,nt
COc1ccc(CC(=O)NC(=S)Nc2ccc(S(=O)(=O)NC(C)(C)C)cc2)cc1,nt,-54,nt,-5,nt,nt,-6,-0.03,8
CC1(C)CC(=O)c2cc(C(=O)N3CCCCC3)c(=O)n(-c3ccc(Cl)cc3)c2C1,7,-6,107,15,73,97,6,nt,11
CC(C)(C)NC(=O)NC(=O)COC(=O)C1CC(=O)N(Cc2ccccc2)C1 (stereo not drawn),-2,nt,101,nt,106,103,nt,0.17,nt
O=C(COC(=O)Cc1ccc(S(=O)(=O)N2CCOCC2)s1)NCc1ccccc1,7,-17,97,2,92,97,-23,0.08,9
Cc1ccc(C2/C(=C(/O)c3ccc(Cl)cc3)C(=O)C(=O)N2CC2CCCO2)o1 (stereo not drawn),-5,-74,100,-10,105,87,-19,0.34,-21
CCOC(=O)c1sc(C)c(C(N)=O)c1NC1=NCCCCC1,-11,-11,98,13,69,104,-25,0.37,10
CCOC(=O)N1CCN(C(=O)COc2ccc(Cl)cc2)CC1,0,-20,101,10,99,88,-32,0.54,nt
O=C(NCCN1CCOCC1)c1ccc2c(c1)ncn2C1CCCCC1,-6,16,85,nt,85,85,nt,-0.14,nt
CCN(CCCNC(=O)C1CCC(=O)N1C(C)C)c1cccc(C)c1 (stereo not drawn),-1,3,97,5,94,94,-30,0.99,-5
N#Cc1ccc(-c2ccccc2)nc1Sc1ccc(F)cc1,nt,10,nt,4,nt,nt,0,1.2,-11
CC(C)(C)N1CC(c2nc3ccccc3n2Cc2ccc(Cl)cc2)CC1=O (stereo not drawn),-4,3,89,6,59,83,-6,0.3,-13
CCC(=O)Nc1cccc(NC(=O)COc2ccc(OC)cc2)c1,-11,-9,96,9,85,106,-21,0.63,-2
O=S1(=O)N=C(Oc2cccc3ccccc23)c2ccccc21,12,9,108,14,25*,80,-21,-1.3,-10

# An excerpt. The share of hits here may be higher or lower than overall.
